# Screening results: PubChem, Southern Research Specialized Biocontainment Screening Center
# influenza NS1A: H1N1 influenza NS1A inhibitors, functional cell based assay (AID 504329); NS1A functional cell-based assay, percent inhibition; higher % means a stronger effect; inhibition, % at 12.5 µM; hits with a dose series show IC50 in µM; 0.3% of 340,000 active; in the data active = a potency from the dose series; inconclusive = inhibition above about 27% without an active follow-up result; note: strong numbers were not always called active
# M. tuberculosis: growth inhibition of non-replicating M. tuberculosis (AID 488890). Mycobacterium tuberculosis non-replicating, growth inhibition; higher % means a stronger effect. 0.39% of 320,000 active. inhibition, % at 25 µM; hits with a dose series show IC50 in µM; in the data active = a potency from the dose series; inconclusive = inhibition mostly from about 82% at the one dose, without a potency; inactive = the rest, 99 in 100 with inhibition below about 76%;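 note: plate controls were DMSO cells for no effect and high antibiotic wells for full effect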
# M. tuberculosis HTS: M. tuberculosis growth inhibition, HTS (AID 449762). 0.59% of 330,000 active. M. tuberculosis H37Rv growth inhibition, 7H9 media; higher % means a stronger effect. inhibition, % at 25 µM, or IC50 in µM where a hit was titrated; in the data active = a potency from the dose series; inconclusive = inhibition above about 70% without an active follow-up result;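 note: bacterial growth assessed after seven days of incubation; strong numbers were not always called active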
# inhibitors of VEEV: inhibitors of VEEV TC-83 cytopathic effect, confirmation, Vero cells (AID 588727); inhibition, % at 20 µM, or IC50 in µM where a hit was titrated; 0.13% of 350,000 active; Vero cells, VEEV TC-83 cytopathic effect inhibition; higher % means a stronger effect; in the data active = a potency from the dose series; inconclusive = inhibition mostly from about 14% at the one dose, without a potency; inactive = the rest, 99 in 100 with inhibition below about 12%; note: strong numbers were not always called active
# Salmonella PhoP GFP: Inhibition of PhoP regulon, Salmonella typhi GFP reporter cells, confirmation, 4 h (AID 1850). Salmonella Typhi PhoP-promoter GFP reporter, fluorescence, 4 h; higher % means a stronger effect. one-dose inhibition, % at 50 µM; IC50 in µM for titrated hits. 0.33% of 310,000 active; in the data active = a potency from the dose series; inconclusive = inhibition mostly from about 25% at the one dose, without a potency; inactive = the rest, 99 in 100 with inhibition below about 19%;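 note: 0% = induced wells with vehicle and 100% = uninduced wells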
# inhibitors of VEEV 10K pilot screen: further read-out of inhibitors of VEEV, marked with its call; inhibition, %; measured here: 10K pilot screen inhibition
# An asterisk follows results filed as active; i = inactive; ? = inconclusive; . = no result given.
SMILES,influenza NS1A,M. tuberculosis,M. tuberculosis HTS,inhibitors of VEEV,Salmonella PhoP GFP,others
Cc1ccc(NC(=O)CSCc2ccc(F)cc2)cc1,-5.2%,?,1.4%,0.3%,-22.7%,
CNc1nc(NC)nc(NNC(=O)c2ccccc2)n1,-0.2%,.,.,i,.,
Cc1ccc(S(=O)(=O)Nc2ccc(F)c(S(=O)(=O)N3CCOCC3)c2)cc1,1.4%,-14.2%,1.4%,4.9%,.,
O=C1c2ccccc2C(=O)N1CCCc1cn(C[C@H]2CC[C@@H]([C@@H]3CC[C@H](Cn4cc(CCCN5C(=O)c6ccccc6C5=O)nn4)O3)O2)nn1,7.4%,3.6%,-0.8%,0.6%,-9.2%,
COc1ccc(NC(=O)CCOc2ccc(C)cc2)cc1S(=O)(=O)N1CCCCC1,2.2%,28.3%,4.3%,0.8%,.,
CCOc1ccc(CCNC(=O)CN2C(=O)NC3(CCCCC3C)C2=O)cc1OCC (configuration not stated),-4.0%,4.3%,-0.1%,3.6%,0.5%,
COc1ccc(-c2c(-c3ccc(OC)nc3)c3ccccc3n2C)cc1,-2.4%,75.1%,9.0%,3.1%,.,
COc1ccc(C[C@H]2NC[C@H](O)[C@H]2OC(C)=O)cc1,3.7%,5.8%,38.5%,0.4%,-13.2%,
CCCCn1c(N)c(N(CCOC)C(=O)COC(=O)COc2cc(C)ccc2Cl)c(=O)[nH]c1=O,-3.6%,6.8%,4.5%,1.6%,0.1%,
COc1ccc(C(=O)NC2CCN(S(=O)(=O)Cc3ccccc3)CC2)c(OC)c1,4.6%,3.8%,2.3%,i,-14.0%,
O=C(CSc1nc2ccccc2nc1SCC(=O)N1CCCCC1)N1CCCCC1,2.3%,36.5%,-2.3%,7.7%,-13.8%,
N#CCCN(C(=O)COC(=O)C1=NNC(=O)CC1)c1ccccc1,-2.4%,-1.5%,-1.3%,0.3%,-3.9%,
O=C(O)c1cc2nc(-c3cccs3)cc(C(F)(F)F)n2n1,1.8%,-3.1%,1.4%,1.4%,0.4%,
CCN(CC)C1CCN(C(=O)c2ccc3nc(Cc4ccc(OC)cc4)oc3c2)C1 (configuration not stated),2.7%,.,.,0.7%,.,
COc1ccc(N2CC(O)(c3ccc(C)cc3)[N+]3=C2CCCC3)cc1 (configuration not stated),10.1%,10.4%,-12.7%,0.1%,-2.9%,
O=C(Nc1cccnc1)c1ccc(COc2cc(Cl)ccc2Cl)o1,3.1%,48.2%,24.4%,i,-1.6%,inhibitors of VEEV 10K pilot screen=0.0
Cc1cc(Nc2ccc(C)c(Cl)c2)nc(N2CCOCC2)n1,.,8.0%,59.7%,4.7%,-0.9%,
Cc1nnc(NS(=O)(=O)c2ccc(N=Nc3ccc(N)nc3N)cc2)s1,4.6%,.,.,4.2%,.,
O=C(C[n+]1ccc(C(=O)N/N=C/c2ccc(Br)cc2)cc1)c1ccccc1,3.2%,58.0%,?,1.6%,-4.0%,
Cc1ccccc1NC(=O)Cc1nc(-c2ccc3ccccc3c2)cs1,0.8%,23.6%,-7.1%,0.3%,12.7%,
COc1cc(CC(=O)N2C[C@H]3C[C@@H](C2)c2cccc(=O)n2C3)cc(OC)c1OC,-10.5%,-16.9%,-9.1%,i,.,
CC(=O)Nc1ccc(/C=C2\CCc3ccccc3C2=O)cc1,-13.2%,20.9%,-0.2%,0.7%,2.7%,
COc1cc(-c2nnc(SCC(=O)NC3CCCC3)n2C)cc(OC)c1O,-4.6%,-4.7%,3.2%,i,8.0%,
CC1CN(C(=O)COC(=O)c2cc(=O)c3ccccc3o2)CC(C)O1 (configuration not stated),8.4%,-0.4%,-4.7%,1.2%,-13.6%,
O=C(Nc1ccn(Cc2ccccc2)n1)c1ccc(F)cc1,7.0%,i,6.4%,i,-3.5%,inhibitors of VEEV 10K pilot screen=1.3
Cc1ccc(C(C)NC(=O)C2CCCC2)cc1C (configuration not stated),-3.5%,34.9%,25.1%,i,2.3%,
COc1ccccc1NC(=O)CSc1nnc(COc2ccccc2C)o1,5.2%,?,1.8%,1.8%,8.4%,
Cc1ccc(-c2[nH]nc3c2C(c2ccc(OC(=O)N4CCOCC4)cc2)C(C#N)=C(N)O3)cc1 (configuration not stated),4.5%,34.5%,2.4%,3.6%,4.7%,
CC(C)Cc1cc(CN2CCC(CO)(Cc3cccc(C(F)(F)F)c3)CC2)[nH]n1,-13.0%,47.2%,51.3%,3.7%,-2.5%,
O=C(Nc1ccc2c(c1)CCC2)C1COc2ccccc2O1 (configuration not stated),0.0%,?,?,i,-7.7%,
CCC(C)NC(=O)c1c(-c2cc(Cl)c(OC)c(Cl)c2)noc1C (configuration not stated),-5.5%,.,-2.5%,i,1.5%,
O=[N+]([O-])c1ccc(F)cc1Oc1nc(-c2cccnc2)nc2ccccc12,5.5%,18.0%,2.2%,1.0%,2.0%,
O=C(c1ccc(S(=O)(=O)NCc2ccco2)cc1)N1CCN(c2ccccc2)CC1,4.2%,13.0%,3.1%,0.5%,.,
Cc1c(N(C)S(=O)(=O)c2ccc(Cl)c(C(=O)NCC(C)(C)N3CCOCC3)c2)c(=O)n(-c2ccccc2)n1C,-5.1%,.,.,0.7%,.,
COc1ccccc1N(CC(=O)NCc1ccc2c(c1)OCO2)C(=O)CCC(=O)Nc1nccs1,-1.3%,-4.0%,12.0%,1.1%,12.9%,
O=S(=O)(c1ccc2ccccc2c1)N(CC(O)CN1CCOCC1)c1ccccc1 (configuration not stated),1.9%,71.9%,10.8%,0.4%,1.2%,
COc1cc(OC)cc(-c2c(-c3ccc(F)cc3)c3cc(-c4ccc5cc[nH]c5c4)ccc3n2C)c1,2.7%,-1.6%,-7.1%,6.5%,.,
CC[C@@H](Nc1ncnc2c1oc1ccccc12)C(=O)O,-4.5%,0.5%,5.6%,i,-5.5%,
Cc1cc(C)n(-c2ccc(C(=O)N3CC(C)OC(C)C3)cc2)n1 (configuration not stated),1.7%,-0.8%,-5.6%,0.4%,-1.9%,
COc1ccc(OC)c(-c2nnc3n2N=C(c2ccc(OC)c(OC)c2)CS3)c1,-0.9%,28.2%,2.6%,7.9%,.,
Cc1[nH]nc2c1C(c1ccsc1)C1=C(CC(C)(C)CC1=O)N2 (configuration not stated),1.4%,20.0%,-4.1%,1.3%,4.6%,
COc1cccc(C(=O)Nc2ccccc2NC(=O)c2cccc(OC)c2)c1,1.8%,2.0%,-0.5%,6.7%,-6.2%,
CCN(CC)C(=S)Nc1c(C)n(C)n(-c2ccccc2)c1=O,-6.6%,-15.2%,0.9%,0.0%,6.0%,
CCN1CCN(CCC(=O)Nc2cc(OC)cc(OC)c2)CC1,2.8%,-1.0%,-1.7%,1.1%,4.8%,
CCOc1ccc(C(C)=O)cc1Cn1nc(C(=O)O)c2ccccc2c1=O,-1.3%,4.8%,-5.7%,8.2%,-3.0%,
COc1ccc(/C=C/C(=O)Nc2ccc(C34CC5CC(CC(O)(C5)C3)C4)cc2)cc1OC,-1.4%,14.3%,-3.1%,48.4%,-4.1%,
C[C@H](O)[C@@H]1C(=O)N2CCc3ccc(-c4ccccc4)cc3[C@@H]2C[C@@H]1N(C)C(=O)NC1CCCCC1,-3.4%,.,.,0.3%,.,
O=C(NCc1ccccc1)C(c1ccccc1)N(C(=O)c1csnn1)c1ccc(F)cc1 (configuration not stated),8.9%,15.0%,-5.4%,3.1%,0.2%,
CC(C)(C)C1CCc2onc(C(=O)O)c2C1 (configuration not stated),4.1%,-11.8%,-8.3%,1.0%,0.6%,
COc1ccccc1NC(=O)Cn1nnc2sc3c(c2c1=O)CC(C)(C)OC3,.,-9.8%,2.9%,i,-3.0%,
O=C(CCCN=C1NS(=O)(=O)c2ccccc21)OCc1ccccc1,-15.8%,-12.3%,1.7%,1.2%,-1.8%,
CN(CCc1ccccc1)C(=O)c1ccc(NC(=O)Cc2ccc(NC(=O)C3CCCN(S(=O)(=O)c4cccc([N+](=O)[O-])c4)C3)cc2)cc1 (configuration not stated),-3.3%,.,.,i,.,
Cc1ccc(CNS(=O)(=O)c2ccc(F)c(F)c2)n1C,2.4%,11.1%,0.6%,0.9%,-5.3%,
Cc1c(Br)c([N+](=O)[O-])nn1C(C)C(=O)NCc1ccco1 (configuration not stated),-6.3%,-7.4%,-4.2%,0.7%,2.0%,
Cc1ccc(S(=O)(=O)N2CCCC2C(=O)O)s1 (configuration not stated),0.7%,-2.7%,-3.0%,0.7%,-8.8%,
COc1ccc(CNC(=O)CN(C(=O)CCC(=O)Nc2ccccn2)c2cc(C)ccc2C)cc1,1.3%,10.2%,-1.6%,10.4%,-8.9%,
Cc1ccc(/C=C2/SC(=S)N(CC(=O)Nc3ncc(Cc4ccc(C)cc4)s3)C2=O)cc1,3.7%,-2.8%,1.0%,i,4.6%,
O=C(COC(=O)c1cccc(Br)c1)NCCc1ccc(F)cc1,1.4%,?,8.7%,i,-3.8%,
CCOC(=O)CSc1cc(CS(=O)(=O)c2ccccc2)nc(-c2ccccc2)n1,9.4%,-20.5%,0.4%,1.6%,19.9%,
CCOC(=O)N1CCN(Cc2nc(-c3cccc(C)c3)no2)CC1,1.2%,38.7%,-4.0%,i,-5.8%,
# Remaining list, next part:
SMILES,influenza NS1A,M. tuberculosis,M. tuberculosis HTS,inhibitors of VEEV,Salmonella PhoP GFP,others
CSc1n[nH]c(-c2ccc(C(F)(F)F)cc2)n1,5.3%,78.4%,-7.1%,1.5%,4.3%,
COC(=O)/C(C#N)=C1/SC=C(C)N1c1ccccc1,-2.5%,1.3%,1.6%,0.8%,-4.7%,
OCCN(CCO)CC(O)COCCC12CC3CC(CC(C3)C1)C2 (configuration not stated),-1.7%,1.4%,-7.7%,0.7%,-10.5%,
NNc1nc2c(-c3ccc(Cl)cc3)nnn2c2ccccc12,0.9%,-4.8%,-3.5%,5.0%,-19.8%,
CCCCNC(=S)NNC(=O)c1cc(C)on1,-0.4%,-12.4%,1.6%,0.6%,-10.4%,

# Filtered by structure: those above containing fluorine.
SMILES,influenza NS1A,M. tuberculosis,M. tuberculosis HTS,inhibitors of VEEV,Salmonella PhoP GFP,others
Cc1ccc(NC(=O)CSCc2ccc(F)cc2)cc1,-5.2%,?,1.4%,0.3%,-22.7%,
Cc1ccc(S(=O)(=O)Nc2ccc(F)c(S(=O)(=O)N3CCOCC3)c2)cc1,1.4%,-14.2%,1.4%,4.9%,.,
O=C(O)c1cc2nc(-c3cccs3)cc(C(F)(F)F)n2n1,1.8%,-3.1%,1.4%,1.4%,0.4%,
O=C(Nc1ccn(Cc2ccccc2)n1)c1ccc(F)cc1,7.0%,i,6.4%,i,-3.5%,inhibitors of VEEV 10K pilot screen=1.3
CC(C)Cc1cc(CN2CCC(CO)(Cc3cccc(C(F)(F)F)c3)CC2)[nH]n1,-13.0%,47.2%,51.3%,3.7%,-2.5%,
O=[N+]([O-])c1ccc(F)cc1Oc1nc(-c2cccnc2)nc2ccccc12,5.5%,18.0%,2.2%,1.0%,2.0%,
COc1cc(OC)cc(-c2c(-c3ccc(F)cc3)c3cc(-c4ccc5cc[nH]c5c4)ccc3n2C)c1,2.7%,-1.6%,-7.1%,6.5%,.,
O=C(NCc1ccccc1)C(c1ccccc1)N(C(=O)c1csnn1)c1ccc(F)cc1 (configuration not stated),8.9%,15.0%,-5.4%,3.1%,0.2%,
Cc1ccc(CNS(=O)(=O)c2ccc(F)c(F)c2)n1C,2.4%,11.1%,0.6%,0.9%,-5.3%,
O=C(COC(=O)c1cccc(Br)c1)NCCc1ccc(F)cc1,1.4%,?,8.7%,i,-3.8%,
CSc1n[nH]c(-c2ccc(C(F)(F)F)cc2)n1,5.3%,78.4%,-7.1%,1.5%,4.3%,

# Compounds as they come (roughly 1.4% active in at least one column).
